Source: PubChem BioAssay (National Center for Advancing Translational Sciences (NCATS))
FUS suppressor: rescues growth of FUS-expressing yeast; S. cerevisiae FUS-expressing, growth rescue, OD600, 24 h; Potency, µM (highest dose often 76.6 µM), for the others: at the highest dose growth rescue (activation), hits mostly activators; 0.24% of 390,000 active; AID 1347120;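 note: potency is the fitted concentration of half-maximal effect; plate controls were DMSO vehicle for no effect and reference control for full effect; nearly all actives have a fitted effect of over 55% in size; some results filed as inactive show a strong effect at the top dose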
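Cultures pregrown in 2.5% raffinose medium are shifted to minimal medium containing 2% galactose to express toxic FUS. Compounds are tested at several concentrations. After 24hr at 30C, growth is quantified at 600 nm absorbance.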
EPAC2 antagonist: antagonists of human EPAC2. Q8WZA2. EPAC2 GEF exchange of Rap1B-BODIPY-GDP, fluorescence. Potency, µM (highest dose often 114 µM), for inactives: top-dose activity, negative = inhibition, hits mostly inhibitors. 0.18% of 360,000 active; note: potency is the fitted concentration of half-maximal effect; % is set by controls: 0 for no effect and ±100 for the full control effect; nearly all actives have a fitted effect of over 45% in size; many of its hits are not listed in these tables
Target sequence (Q8WZA2 whole entry, looked up): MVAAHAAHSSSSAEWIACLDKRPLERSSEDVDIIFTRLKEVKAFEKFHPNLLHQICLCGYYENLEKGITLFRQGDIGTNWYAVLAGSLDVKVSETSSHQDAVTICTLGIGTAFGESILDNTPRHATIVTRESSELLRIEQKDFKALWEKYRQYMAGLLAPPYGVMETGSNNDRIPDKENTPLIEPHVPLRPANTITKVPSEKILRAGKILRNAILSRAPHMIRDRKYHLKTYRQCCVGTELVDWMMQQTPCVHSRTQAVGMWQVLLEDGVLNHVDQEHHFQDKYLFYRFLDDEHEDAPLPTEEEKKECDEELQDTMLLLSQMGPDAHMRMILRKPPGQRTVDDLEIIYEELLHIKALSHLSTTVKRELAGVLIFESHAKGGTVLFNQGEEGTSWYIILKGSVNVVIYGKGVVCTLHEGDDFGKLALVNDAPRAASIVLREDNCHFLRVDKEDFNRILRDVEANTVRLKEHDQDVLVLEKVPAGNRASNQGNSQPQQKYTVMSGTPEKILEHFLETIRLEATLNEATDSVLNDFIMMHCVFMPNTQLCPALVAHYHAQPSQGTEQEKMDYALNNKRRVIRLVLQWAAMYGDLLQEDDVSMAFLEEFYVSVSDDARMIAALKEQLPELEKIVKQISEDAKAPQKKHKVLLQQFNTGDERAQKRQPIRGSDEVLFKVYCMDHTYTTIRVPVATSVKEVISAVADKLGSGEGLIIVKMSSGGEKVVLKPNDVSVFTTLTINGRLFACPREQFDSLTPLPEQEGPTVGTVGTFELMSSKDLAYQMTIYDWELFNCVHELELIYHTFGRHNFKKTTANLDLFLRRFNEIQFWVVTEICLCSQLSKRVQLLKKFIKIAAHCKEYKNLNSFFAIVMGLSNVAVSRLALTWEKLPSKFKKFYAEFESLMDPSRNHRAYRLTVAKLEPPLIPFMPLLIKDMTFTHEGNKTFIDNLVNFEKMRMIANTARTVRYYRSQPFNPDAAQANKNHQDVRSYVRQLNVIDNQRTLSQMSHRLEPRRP
DRD3 antagonist: blocks the human D3 dopamine receptor. D3R cells, DiscoveRx beta-arrestin luminescence, antagonist mode; active compounds read low. max response, negative = inhibition, %. 2.5% of 360,000 active; in the data active = max response below about -50%; inconclusive = no clear call, values can overlap the other calls; note: % is set by controls: 0 for no effect and ±100 for the full control effect; mostly tested at two doses, the higher about 12 µM
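Cells expressing the human receptor were seeded at 1500 cells/well, incubated overnight at 37 degrees C in 5% CO2, then exposed to library compounds with dopamine controls for 90 minutes at 37 degrees C before luminescent detection.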
DRD3 agonist: D3 dopamine receptor (human) agonism | P35462 | D3R DiscoveRx beta-arrestin cells, luminescence, 90 min | max activation, % | 0.58% of 410,000 active | AID 652048; in the data active = max activation above about 30%; note: 0% is about no effect; mostly tested at two doses, the higher about 12 µM
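Cells at 1500/well, incubated overnight, then treated with pinned compounds (dopamine as control) for 90 min at 37 degrees C. DiscoveRx reagent added for 30 - 60 minutes at room temperature; luminescence read.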
Abeta yeast res: A-beta toxicity reversal in yeast; 0.063% of 410,000 active; Potency, µM (doses to about 46.1 µM), for the others: at the highest dose growth rescue, actives largely listed as activators; AID 1347071; yeast expressing A-beta42, growth rescue, OD600, 48 h; response scale: 0% DMSO, 100% iron-clioquinol control; note: potency is the fitted concentration of half-maximal effect; nearly all actives have a fitted effect of over 55% in size
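Yeast A-beta toxicity model in growth medium with pinned compounds, 48 h at 30 C; growth read as absorbance at 600 nm. Normalized to FeCl3/clioquinol equimolar mix (positive) and DMSO (negative).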
TDP-43 yeast inh: inhibitors of TDP-43 toxicity in yeast; TDP-43 expressing yeast growth rescue, BacTiter-Glo, 24 h; Potency, µM (series often up to 46.1 µM), for inactives: top-dose growth rescue (activation), actives largely listed as activators; 1.8% of 410,000 active; note: potency is the fitted concentration of half-maximal effect; % of control where 0% means no effect; nearly all actives have a fitted effect of over 50% in size
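Yeast expressing TDP-43 (pregrown in raffinose, seeded at OD600=0.02 in galactose medium) exposed to compounds 24 hr at 30 deg C. Growth read by BacTiter-Glo luminescence; rescue of toxicity appears as increased signal.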
aSyn yeast inh: alpha-synuclein toxicity inhibition in yeast | Yeast expressing alpha-synuclein, growth rescue, BacTiter-Glo, 24 h | Potency, µM (top dose mostly 46.1 µM), for inactives: at the top dose growth rescue (activation), actives largely listed as activators | 0.14% of 370,000 active | AID 652106; note: potency is the fitted concentration of half-maximal effect; % of control where 0% means no effect; nearly all actives have a fitted effect of over 65% in size
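Screening used galactose-induced yeast with toxic alpha-synuclein levels, exposed to compound for 24 hr at 30 deg C. Cell growth, read with BacTiter-Glo luminescence, gave the measured signal.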
EPAC2 ag: agonists of human EPAC2 (RAPGEF4); Q8WZA2; EPAC2 activation, biochemical qHTS; response scale: 100% = 6.5 mM cAMP response; Potency, µM (doses to about 154 µM), without a hit: top-dose activation, actives largely listed as activators; 0.079% of 360,000 active; AID 720711; note: potency is the fitted concentration of half-maximal effect; nearly all actives have a fitted effect of over 50% in size
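Guanine nucleotide exchange by EPAC2 is measured as reduced fluorescence of BODIPY-GDP once it is released from 250 nM Rap1B. Plates are read kinetically for 30 min at room temperature; results are scaled to 6.5 mM cAMP.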
Numbers without * were called inactive; ? = inconclusive; nt = no result given; [ ] = dose if it differs, or a comment. Unless noted, calls come from the whole dose curve; as a rule, active = well fitted curve in the direction sought with a large enough effect; inconclusive = small, poorly fitted or top-dose-only effect, or another doubt; inactive = no such curve, though single readings can be large; an effect the other way counts as inactive or inconclusive. Some of the compounds tested; the hit share may differ from the screen's.

1) CC1=C(C#N)C(Nc2ccc(Cl)cn2)(C(F)(F)F)C(=O)N1 (stereo not given)
2) Cc1ccc(-n2nc3c(N4CCC(C(=O)NCCc5cccs5)CC4)nnc(C)c3c2C)cc1
3) CCc1nc2c(OCc3ccc(Cl)cc3)cccn2c1N(C)C(=O)c1ccco1
4) S=c1[nH]nc(CSCCOc2ccc(Cl)cc2Cl)o1
5) Cc1nc(-c2cccc(NC(=O)Nc3ccc([N+](=O)[O-])cc3)c2)no1
6) N#Cc1ccc(-c2nc3ccc(Br)cn3c2Cc2ccccc2)cc1

Screen / compound no.	1	2	3	4	5	6
FUS suppressor	31%	20%	21%	42%	-12%	15%
EPAC2 antagonist	3%	9%	-29%	-15%	nt	0%
DRD3 antagonist	-16	?	-51*	?	nt	12
DRD3 agonist	3	-14	-16	-17	-2	-5
Abeta yeast res	-6%	-14%	-11%	-44%[inhibitor]	-22%	-4%
TDP-43 yeast inh	23%	-13%	12%	-49%[inhibitor]	7%	?
aSyn yeast inh	4%	-10%	-11%	-49%[inhibitor]	-9%	-12%
EPAC2 ag	-3%	14%	28%	12%	nt	2%

7) COc1cc(/C=C2\SC(N3CCCCC3)=NC2=O)cc(OC)c1OC
8) Cc1ccc(S(=O)(=O)C/N=C(/NC(=S)N(c2ccccc2)c2ccccc2)c2ccccc2)cc1
9) O=C(c1c[nH]c2ccc(S(=O)(=O)N3CCOCC3)cc2c1=O)N1CCN(c2ccccn2)CC1
10) O=C(Cn1c(=O)n(Cc2ccco2)c(=O)c2ccc(C(=O)NC3CCCC3)cc21)Nc1ccc(F)cc1
11) C[C@H](NC(=O)[C@H]1N2C(=O)c3ccccc3C2SC1(C)C)C(=O)N1CCCCC1 (stereo not given in full)
12) CS(=O)(=O)N1CCCC(C(=O)Nc2cccc(F)c2)C1 (stereo not given)

Screen / compound no.	7	8	9	10	11	12
FUS suppressor	-6%	28%	-7%	-10%	17%	4%
EPAC2 antagonist	4%	3%	6%	nt	-2%	-28%
DRD3 antagonist	-18	-56*	1	nt	0	4
DRD3 agonist	-1	-14	6	3	6	-25
Abeta yeast res	-10%	12%	3%	5%	-5%	4%
TDP-43 yeast inh	-3%	3%	-10%	14%	6%	-11%[1.82 µM]
aSyn yeast inh	0%	0%	2%	3%	-1%	-2%
EPAC2 ag	4%	10%	0%	nt	6%	4%

13) COc1cc(C(=O)N2CCN(S(=O)(=O)c3ccc(C)cc3C)CC2)ccc1OCC(=O)N1CCOCC1
14) Cc1ccccc1NC1=NC(=S)N(CC(N)=O)C12CCOC(C)(C)C2 (stereo not given)
15) Cc1ccccc1-c1cnc(C(O)c2c(C)ccc3ccccc23)[nH]1 (stereo not given)
16) CC1CCCN(C(=O)Nc2ccc(Br)cc2Cl)C1 (stereo not given)
17) C#CCOCCOCCOCCNc1nc(N2CCN(C(=O)C([C@@H](C)CC)n3cc(C(N)Cc4ccc(O)cc4)nn3)CC2)nc(N2CCN(C(=O)[C@H](CCC(=O)O)n3cc(C(N)CO)nn3)CC2)n1 (stereo not given in full)
18) CN(C(=O)c1cccc(NC(=O)Cc2ccc(NC(=O)C3CCCN(C(=O)CCc4ccccc4)C3)cc2)c1)C1CCC1 (stereo not given)

Screen / compound no.	13	14	15	16	17	18
FUS suppressor	18%	3%	18%	-34%	13%	?
EPAC2 antagonist	9%	-14%	3%	-8%	-2%	-5%
DRD3 antagonist	14	6	-11	2	18	2
DRD3 agonist	-13	5	0	2	22	-9
Abeta yeast res	-2%	-4%	-4%	-5%	8%	4%
TDP-43 yeast inh	10%	0%	0%	15%	-5%	16%
aSyn yeast inh	-1%	4%	3%	0%	0%	3%
EPAC2 ag	1%	12%	7%	8%	-2%	7%

19) O=C(NCc1ccccc1)N[C@@H](Cc1c[nH]c2ccccc12)C(=O)O
20) COc1ccc(NC(=O)CSc2nccc(C)n2)cc1
21) Cc1ccc(/C=N/NC(=O)NC2CCCCC2)o1
22) CC(C)c1nnc(NC(=O)c2cccnc2)s1
23) COc1ccc(N2CCN(C(=O)CNS(=O)(=O)c3ccc(C)cc3)CC2)cc1
24) O=[N+]([O-])c1ccc(N2CCCCC2)cc1

Screen / compound no.	19	20	21	22	23	24
FUS suppressor	15%	-7%	6%	-8%	12%	-6%
EPAC2 antagonist	0%	6%	-13%	-7%	1%	-8%
DRD3 antagonist	22	-12	9	19	8	-16
DRD3 agonist	-5	2	2	0	5	-7
Abeta yeast res	2%	20%	-3%	7%	-5%	-17%
TDP-43 yeast inh	?	16%	0%	0%	-3%	-14%
aSyn yeast inh	3%	-8%	-9%	0%	3%	0%
EPAC2 ag	4%	-2%	-2%	8%	12%	7%

25) O=C(C1CCCN(Cc2nc(-c3ccc(Cl)cc3)no2)C1)N1CCOCC1 (stereo not given)
26) NS(=O)(=O)c1ccccc1NC(=S)Nc1ccccc1S(N)(=O)=O
27) CCOC(=O)N/N=C/c1cc(OC)c(O)c(OC)c1
28) O=C(NNC(=O)c1ccccc1O)c1ccc(NS(=O)(=O)c2ccc(F)cc2)cc1
29) COC(=O)c1ccc2nc(-c3ccc(C)cc3)c(Cc3ccc(C)cc3)n2c1
30) C=CCSc1nnc(Cc2cc(=O)[nH]c(=O)[nH]2)n1-c1cc(C)ccc1C

Screen / compound no.	25	26	27	28	29	30
FUS suppressor	-5%	-32%	nt	28%	3%	-4%
EPAC2 antagonist	0%	12%	2%	-2%	?	6%
DRD3 antagonist	-1	7	-16	4	31	15
DRD3 agonist	2	3	1	-7	3	3
Abeta yeast res	-5%	2%	15%	-26%	-3%	8%
TDP-43 yeast inh	-2%	0%	0%	-2%	?	3%
aSyn yeast inh	1%	0%	-7%	-9%	?	3%
EPAC2 ag	-2%	11%	6%	10%	-1%	0%

31) CCOc1ccc(NC(=O)C(=O)c2cc(C)n(-c3cc(C)cc(C)c3)c2C)cc1
32) Cn1c(SCC(=O)OC2CCCCC2)nnc1-c1ccc2c(c1)OCO2
33) O=C(CCCN1C(=O)c2cccnc2Oc2ccc(Cl)cc21)NCc1ccc(F)cc1
34) CC(C)Oc1ccc(CN2CCC2(C)C(=O)Nc2cccc3cccnc23)cc1 (stereo not given)
35) O=S(=O)(c1ccc(F)cc1)N(Cc1nc(-c2ccccc2)no1)C1CCCCC1
36) O=C(O)CSCC(=O)Nc1ccc(-c2nc3ccccc3s2)cc1

Screen / compound no.	31	32	33	34	35	36
FUS suppressor	22%	17%	20%	24%	-2%	25%
EPAC2 antagonist	nt	13%	nt	6%	nt	3%
DRD3 antagonist	nt	17	nt	-92*	nt	32
DRD3 agonist	4	-8	-13	-22	-3	2
Abeta yeast res	-20%	-34%	-4%	-34%[inhibitor]	-8%	6%
TDP-43 yeast inh	-20%	-30%	17%	14%	-2%	-15%[1.82 µM]
aSyn yeast inh	nt	17%	nt	-6%	nt	3%
EPAC2 ag	nt	9%	nt	19%	nt	-4%

37) CSc1ccc(CN(C)CC(=O)N(C)CC(=O)Nc2ccccc2Br)cc1
38) COc1ccccc1NC(=O)C(=O)Nc1ccccn1
39) CCC(=O)Nc1c(C)cc(C)cc1Cl
40) CC(C)CN(C(=O)CN1CCCCCC1)c1c(N)n(CC(C)C)c(=O)[nH]c1=O
41) COc1cc2c(cc1OC)C(C)N(S(=O)(=O)c1ccc(Cl)nc1)CC2 (stereo not given)
42) C=CCc1cccc2cc(C(=O)N3CCN(c4ccccn4)CC3)c(=O)oc12

Screen / compound no.	37	38	39	40	41	42
FUS suppressor	-16%	-39%	-11%	11%	-18%	12%
EPAC2 antagonist	-13%	1%	16%	-1%	-3%	-2%
DRD3 antagonist	-27	-84*	1	6	-20	-28
DRD3 agonist	-11	-4	-8	2	-3	-4
Abeta yeast res	7%	9%	-28%	-3%	-2%	10%
TDP-43 yeast inh	-6%	1%	-23%	21%	14%	-12%
aSyn yeast inh	-9%	-20%	0%	11%	0%	5%
EPAC2 ag	4%	4%	7%	9%	9%	9%

43) CC(/C=N/NC(=O)COc1ccccc1C)=N\NC(=O)COc1ccccc1C
44) Cc1ccc(S(=O)(=O)Nc2ccccc2-c2ccccc2)cc1
45) NS(=O)(=O)c1ccc(NC(=O)COC(=O)COc2ccc(Br)cc2)cc1
46) CC(C)(C)CCN1CCC(CN2CCNC(=O)C2=O)CC1
47) CCc1ccc(OCCNC(=O)c2ccccc2SCc2ccccc2)cc1
48) C/C(=N\NC(=O)c1cc(C)nc2ccccc12)c1cccc(Cl)c1

Screen / compound no.	43	44	45	46	47	48
FUS suppressor	4%	29%	-17%	-14%	21%	0%
EPAC2 antagonist	2%	-3%	-1%	-7%	-2%	11%
DRD3 antagonist	0	-9	9	7	54	5
DRD3 agonist	-2	-2	5	0	28	4
Abeta yeast res	4%	-10%	-12%	0%	26%	11%
TDP-43 yeast inh	-6%	60%	-19%	5%	-9%	11%
aSyn yeast inh	-5%	23%	-6%	1%	16%	4%
EPAC2 ag	3%	12%	17%	3%	2%	-5%

49) CCN1CCN(CCC(=O)Nc2cccc(C)c2)CC1
50) COC(=O)c1ccccc1NC(=O)CSc1nc2ccccc2nc1Cc1ccccc1OC
51) COc1ccc2cc3cc(C(=O)NCc4ccc(C)cc4)oc3nc2c1
52) O=C1CCC(C(=O)N2CCN(c3ccc(F)cc3)CC2)CN1CC1CCCCC1 (stereo not given)
53) CCCCN(C(=O)/C=C/c1ccco1)c1c(N)n(Cc2ccccc2)c(=O)[nH]c1=O

Screen / compound no.	49	50	51	52	53
FUS suppressor	0%	-6%	-12%	10%	31%
EPAC2 antagonist	2%	nt	nt	-1%	9%
DRD3 antagonist	-5	nt	nt	3	-13
DRD3 agonist	-3	-8	-10	18	-7
Abeta yeast res	6%	-15%	-6%	-4%	-7%
TDP-43 yeast inh	-9%	-10%	11%	1%	1%
aSyn yeast inh	1%	-8%	nt	10%	-1%
EPAC2 ag	4%	nt	nt	-6%	8%

In the list so far, three have a COOH group:
17) C#CCOCCOCCOCCNc1nc(N2CCN(C(=O)C([C@@H](C)CC)n3cc(C(N)Cc4ccc(O)cc4)nn3)CC2)nc(N2CCN(C(=O)[C@H](CCC(=O)O)n3cc(C(N)CO)nn3)CC2)n1 (stereo not given in full)
19) O=C(NCc1ccccc1)N[C@@H](Cc1c[nH]c2ccccc12)C(=O)O
36) O=C(O)CSCC(=O)Nc1ccc(-c2nc3ccccc3s2)cc1

Screen / compound no.	17	19	36
FUS suppressor	13%	15%	25%
EPAC2 antagonist	-2%	0%	3%
DRD3 antagonist	18	22	32
DRD3 agonist	22	-5	2
Abeta yeast res	8%	2%	6%
TDP-43 yeast inh	-5%	?	-15%[1.82 µM]
aSyn yeast inh	0%	3%	3%
EPAC2 ag	-2%	4%	-4%
